GLA spleen mod: inhibits or activates alpha-galactosidase in human spleen homogenate; P06280; human spleen homogenate, 4MU-alpha-Gal fluorescence, 40 min; Potency, µM (series often up to 80 µM), for the others: at the top dose activity change, negative = inhibition, actives largely listed as inhibitors; 240,000 compounds, 0.008% hits;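 also: 0% = enzyme with vehicle and -100% = no enzyme basal signal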
Target sequence (P06280 32-429 limits assumed): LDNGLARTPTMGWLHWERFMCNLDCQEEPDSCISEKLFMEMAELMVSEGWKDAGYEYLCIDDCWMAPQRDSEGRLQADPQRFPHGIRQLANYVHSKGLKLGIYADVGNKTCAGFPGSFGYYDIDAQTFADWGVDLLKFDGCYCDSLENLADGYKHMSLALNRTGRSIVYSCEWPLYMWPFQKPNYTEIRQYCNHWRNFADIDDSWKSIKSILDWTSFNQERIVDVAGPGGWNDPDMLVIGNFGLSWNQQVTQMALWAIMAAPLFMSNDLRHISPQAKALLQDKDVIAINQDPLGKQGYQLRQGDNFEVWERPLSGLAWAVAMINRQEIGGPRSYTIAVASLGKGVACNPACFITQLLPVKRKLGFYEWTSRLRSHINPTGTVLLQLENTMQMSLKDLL
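qHTS titration in buffer at pH 5.0. Alpha-galactosidase activity in spleen homogenate was measured via 4-methylumbelliferone release from 1 mM fluorogenic substrate after 40 min at 37C and a pH 10 stop. AC50 came from Hill fits of control-normalized data.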
Tau fibril ThT: inhibitors of human tau fibril formation, thioflavin T binding; recombinant tau K18 P301L, heparin-induced fibrillization, ThT fluorescence; 270,000 compounds, 2.1% hits; P10636; Potency, µM (doses to about 57.4 µM), without a hit: at the highest dose activity, negative = inhibition, most hits filed as inhibitors; also: nearly all actives have a fitted effect of over 55% in size
Target sequence (P10636 561-689 P618L limits assumed): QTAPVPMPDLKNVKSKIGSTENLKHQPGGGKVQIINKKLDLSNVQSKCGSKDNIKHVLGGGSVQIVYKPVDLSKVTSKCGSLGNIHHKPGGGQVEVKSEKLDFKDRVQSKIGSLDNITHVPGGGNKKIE
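Recombinant human tau K18 fragment […] carrying P301L, 15 uM unlabeled plus 0.24 uM Alexa 594-labeled, was fibrillized with 20 uM heparin in 100 mM sodium acetate pH 7 for 6 hr at 37 C; 30 uM ThT fluorescence read after 1 hr.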
Tau fibril FP: blocks human tau fibril formation measured by polarization | P10636 | K18 P301L tau heparin fibrillization, Alexa594 FP, 6 h | Potency, µM (top dose mostly 57.7 µM), for inactives: top-dose activity, negative = inhibition, hits mostly inhibitors | 280,000 compounds, 0.39% hits | AID 1468; also: nearly all actives have a fitted effect of over 55% in size
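Human tau K18 […] P301L fragment, 15 uM unlabeled plus 0.24 uM Alexa 594-labeled tau (final), with compound and 20 uM heparin in 100 mM sodium acetate pH 7; 6 hr at 37 C, then Alexa 594 FP read.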
Tau fluor cs: counter-screen for tau fibril formation inhibitors; 280,000 compounds, 0.93% hits; AID 1463; Potency, µM (series often up to 57.7 µM), for the others: at the highest dose activity change, negative = decrease; tau K18 P301L Alexa594 fluorescence, heparin fibrillization; also: nearly all actives have a fitted effect of over 55% in size
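Human tau K18 P301L (15 uM unlabeled, 0.24 uM Alexa 594-labeled) in 100 mM sodium acetate pH 7 with 20 uM heparin, 6 hr at 37 C. ThT 30 uM added, 1 hr ambient; Alexa 594 FP and total fluorescence read at 555/632 nm.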
TR SRC2 fluor cs: alters Texas Red total fluorescence, flagging assay interference | TRb/SRC2 Texas Red total fluorescence interference | Potency, µM (highest dose often 106 µM), for inactives: top-dose fluorescence change, negative = quenching | 280,000 compounds, 0.29% hits | AID 1479; active = well fitted curve in either direction with a large enough effect; inconclusive = small, poorly fitted or top-dose-only effect
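Human TRb ligand-binding domain at 0.6 uM with 20 nM Texas Red SRC2 peptide in Tris buffer containing 1 uM T3 and 5% DMSO, incubated with compound 5 h at ambient temperature. Total fluorescence (555/632 nm) calculated as parallel + 2 × perpendicular.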
TRb SRC2 PPI: TRbeta-SRC2 interaction inhibition; 280,000 compounds, 0.065% hits; TRbeta-SRC2 peptide binding, fluorescence polarization; receptor liganded with 1 µM T3; AID 1469; P10828; Potency, µM (series often up to 106 µM), inactives show at the highest dose activity change, negative = inhibition, most hits filed as inhibitors;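 also: plate controls were bound peptide for no effect and peptide without receptor for full effect; nearly all actives have a fitted effect of over 50% in size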
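Compounds were added to 0.6 uM TRb ligand-binding domain and 20 nM Texas Red-labeled SRC2 peptide in Tris buffer containing 1 uM T3, incubated 5 hr at ambient temperature, then read by fluorescence polarization.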
L3MBTL1 inh: blocks human L3MBTL1 | Q9Y468 | AlphaScreen L3MBTL1–H3K9me1 peptide binding | Potency, µM (top dose mostly 57.1 µM), for inactives: at the highest dose activity, negative = inhibition, usual class: inhibitors | 230,000 compounds, 0.66% hits | AID 485360; also: nearly all actives have a fitted effect of over 60% in size
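AlphaScreen proximity signal between nickel-chelate acceptor and streptavidin donor beads (final 10 ug/mL) reports binding of 50 nM L3MBTL1 to 75 nM biotin-H3 K9me1 peptide; complex incubated with compounds 30 min at room temperature; cefsulodin titration as control.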
ALDH1A1 block: ALDH1A1 (human) enzyme inhibition; Purified ALDH1A1, NADH fluorescence, propionaldehyde substrate; Potency, µM (doses to about 75.3 µM), without a hit: top-dose activity, negative = inhibition, hits mostly inhibitors; 220,000 compounds, 7.3% hits; active = well fitted inhibition curve with a large enough effect, not every such curve was filed as active; inconclusive = small, poorly fitted or top-dose-only effect, or another doubt; inactive = no such curve, though single readings can be large or run the other way;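 also: plate controls were no enzyme wells and a reference inhibitor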
Target sequence (P00352 whole entry, looked up): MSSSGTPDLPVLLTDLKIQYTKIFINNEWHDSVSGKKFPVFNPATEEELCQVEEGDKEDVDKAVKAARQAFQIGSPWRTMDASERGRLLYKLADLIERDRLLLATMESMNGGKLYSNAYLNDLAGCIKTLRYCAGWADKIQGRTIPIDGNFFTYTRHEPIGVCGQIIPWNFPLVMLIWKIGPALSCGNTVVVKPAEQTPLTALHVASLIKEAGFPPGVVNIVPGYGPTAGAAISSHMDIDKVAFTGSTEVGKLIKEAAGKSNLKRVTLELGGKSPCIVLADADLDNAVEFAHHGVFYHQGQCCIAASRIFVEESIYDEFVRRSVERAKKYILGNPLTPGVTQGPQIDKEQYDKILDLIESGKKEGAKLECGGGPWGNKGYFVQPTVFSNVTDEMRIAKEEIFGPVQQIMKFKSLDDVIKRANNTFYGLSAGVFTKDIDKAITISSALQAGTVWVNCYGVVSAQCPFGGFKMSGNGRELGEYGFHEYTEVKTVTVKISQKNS
The depositor's hits bear a star; ? = inconclusive; / = no result given; & = joins results of further samples; [ ] = dose if it differs, or a comment. Unless noted, calls follow the shape of the dose curve; as a rule, active = well fitted curve in the direction sought with a large enough effect; inconclusive = small, poorly fitted or top-dose-only effect, or another doubt; inactive = no such curve, though single readings can be large; an effect the other way counts as inactive or inconclusive. Unless noted, % is scaled to controls: 0 for no effect and ±100 for the full control effect; potency is read from the fitted curve at half-maximal effect.

entry | smiles | L3MBTL1 inh | TRb SRC2 PPI | ALDH1A1 block | Tau fibril ThT | Tau fluor cs | GLA spleen mod | TR SRC2 fluor cs | Tau fibril FP
1 | Cc1nc2c(c(=O)n1Cc1ccccc1Cl)c1nc3ccccc3nc1n2Cc1ccco1 | / | -13% | ? | ? | -4% | 24% | -2% | -12%
2 | Fc1ccc2nc3n(c2c1F)CCCCCC3 | 3% | 3% | 9% | -6% | 1% | 6% | 1% | -2%
3 | CCOC(=O)c1cc(-c2ccccc2)n(CC(=O)Nc2ccc(OCC)cc2)c1C | 6% | 1% | 8% | 15% | 11% | 7% | 1% | -3%
4 | NC1=NC(=O)/C(=C/c2ccccc2OS(=O)(=O)c2ccc3ccccc3c2)S1 | ? | -10% | 10% | -1% | -5% | 7% | 1% | -9%
5 | O=C(ON=C1CCN(S(=O)(=O)c2ccccc2)CC1)c1ccc(Cl)cc1 | -10% | 4% | -4% | -15% | -15% | -2% | -6% | 6%
6 | CC(C)CCN1CCN(Cc2nc(-c3ccc(F)cc3)cs2)CC1CCO (stereo unspecified) | 1% | -3% | 13% | -9% | -8% | -3% | -2% | -1%
7 | Cc1[nH]c2ccccc2c1C(c1ccccc1)c1cccs1 (stereo unspecified) | / | -2% | / | 3% | -3% | / | -26% | -2%
8 | Cc1ccc(-c2noc(CN(C(=O)c3ccc(C(C)(C)C)cc3)C(C)C)n2)cc1 | / | 2% | / | -7% | -14% | / | -4% | 4%
9 | COc1ccc(OC)c(-c2nnc(SCC(=O)NC3CCCCC3)o2)c1 | 7% | 0% | -8% | -8% | -2% | 4% | 0% | -4%
10 | Cc1ccc(C(=O)NCC(=O)Nc2cccc(S(=O)(=O)NC3=NCCCCC3)c2)cc1C | 4% | 5% | -11% | 5% | 4% | -2% | 2% | 8%
11 | Nc1nc(SCc2nc3scc(-c4ccccc4)c3c(=O)[nH]2)n[nH]1 | / | 5% | ? | -12% | -17% | -4% | -4% | -2%
12 | CS(=O)(=O)N1N=C(c2ccc3nccnc3c2)CC1c1ccccc1 (stereo unspecified) | -5% | 8% | ? | -8% | -11% | -7% | 6% | -5%
13 | CC(C)Oc1cccc(C(=O)C2CCCN(C(=O)c3noc4c3CCCC4)C2)c1 (stereo unspecified) | 6% | -5% | ? | -11% | -6% | 0% | 0% | 0%
14 | Cc1ccc(CN2CCc3nc(SCC(=O)Nc4cccc(C)c4C)[nH]c(=O)c3C2)cc1 | / | -3% | / | 0% | 3% | / | -1% | 7%
15 | COc1cccc(N=c2oc3c(C)ncc(CO)c3cc2C(N)=O)c1 | -2% | 5% | -1% | ? | -9% | -3% | -9% | 3%
16 | CCn1c(CC(=O)Nc2ccccc2)nnc1SCc1nc2ccccc2c(=O)[nH]1 | / | 1% | / | / | -4% | -1% | 0% | -5%
17 | Clc1ccc(CNCCC2=CCCCC2)cc1 | / | -16% | 2% | 5% | -1% | -5% | -1% | 7%
18 | O=C(NC(=S)Nc1ccc(S(=O)(=O)N2CCCC2)cc1)C1CC1 | -3% | 5% | 20µM* | 0% | 0% | 4% | -2% | -1%
19 | CCOc1ccc(C(=O)Nc2cc(-c3ccccc3)no2)cc1 | / | 9% | / | ? | -17% | / | -3% | -18%
20 | CN1C(=O)/C(=C/c2cc(N=Nc3ccccc3)ccc2O)SC1=S | -7% | 1% | ? | 4.5µM* | 6.3µM*[quencher] | 0% | 9% | ?
21 | CCNC(=O)CSc1nc(-c2ccc(F)cc2)cs1 | / | 4% | ? | -5% | -6% | 13% | -1% | -9%
22 | CC(=O)N1CCc2cc(S(=O)(=O)NC(C(=O)NC3CCCc4ccccc43)C(C)C)ccc21 (stereo unspecified) | / | 6% | 13% | -10% | -16% | 11% | -3% | 1%
23 | COc1ccc(CNC(=O)c2ccc3c(Cl)c4c(nc3c2)CCCC4)c(OC)c1 | / | 3% | / | -24% | -21% | / | 2% | 1%
24 | O=C(CCC(=O)NNC(=O)COc1ccccc1)NCc1ccccc1 | -1% | 6% | 19% | -10% | -6% | -2% | 0% | 0%
25 | O=C(NCc1ccccn1)c1ccc(CNS(=O)(=O)c2ccc(F)cc2)cc1 | 7% | 4% | 3% | 3% | -5% | 5% | 7% | -10%
26 | CCC(=O)Nc1c2c(nn1-c1ccc(F)cc1)CS(=O)C2 (stereo unspecified) | / | -3% | 18% | -10% | -5% | 8% | 1% | 4%
27 | Cc1ccc(O)c(C(=O)c2cnc3c(c2)c(=O)n(C)c(=O)n3C)c1 | 7% | -8% | ? | 8% | 10% | -5% | 1% | 3%
28 | COc1ccc(S(=O)(=O)N2CCC(C(=O)NCC(c3cccs3)N(C)C)CC2)cc1 (stereo unspecified) | 2% | -7% | ? | 3% | 5% | 9% | 1% | -1%
29 | CCn1c(O)c(C=NC2CCCC(C)C2C)sc1=S (stereo unspecified) | ? | 2% | -13% | -3% | -30% | 1% | -6% | 2%
30 | CN1CCN(S(=O)(=O)c2ccc(N3CCN(C(c4ccccc4)c4ccccc4)CC3)nc2)CC1 | -15% | 6% | ? | 1% | -3% | -9% | -2% | -3%
31 | Cc1cc(NC(=O)c2cccs2)n(-c2nc3ccccc3[nH]2)n1 | -10% | 8% | 7% | ? | 4% | -4% | -2% | -3%
32 | CCOc1ccccc1C(=O)Nc1ccc(S(=O)(=O)Nc2ncccn2)cc1 | / | 3% | / | -13% | -13% | / | -4% | -4%

Arranged by formula weight (descending): part of the list above
entry | smiles | L3MBTL1 inh | TRb SRC2 PPI | ALDH1A1 block | Tau fibril ThT | Tau fluor cs | GLA spleen mod | TR SRC2 fluor cs | Tau fibril FP
28 | COc1ccc(S(=O)(=O)N2CCC(C(=O)NCC(c3cccs3)N(C)C)CC2)cc1 (stereo unspecified) | 2% | -7% | ? | 3% | 5% | 9% | 1% | -1%
25 | O=C(NCc1ccccn1)c1ccc(CNS(=O)(=O)c2ccc(F)cc2)cc1 | 7% | 4% | 3% | 3% | -5% | 5% | 7% | -10%
29 | CCn1c(O)c(C=NC2CCCC(C)C2C)sc1=S (stereo unspecified) | ? | 2% | -13% | -3% | -30% | 1% | -6% | 2%

Later entries
entry | smiles | L3MBTL1 inh | TRb SRC2 PPI | ALDH1A1 block | Tau fibril ThT | Tau fluor cs | GLA spleen mod | TR SRC2 fluor cs | Tau fibril FP
33 | CC(C)NC(=O)C1CCN(C(=O)N2CCOc3ccc(Cl)cc32)CC1 | / | -4% | / | ? | -13% | / | -15% | -15%
34 | Cc1ccc(-n2ncc(C(=O)Nc3ccc(Cl)cc3)c2C2CCNCC2)cc1C | / | -2% | 1% | -6% | -7% | -10% | 0% | -3%
35 | COC(=O)c1ccccc1NC(=O)COC(=O)C1CCCCC1 | / | 6% | / | -13% | -12% | -7% | 0% | 4%
36 | O=C(NCc1ccccc1)C(c1ccco1)N(C(=O)c1ccccn1)c1ccc(F)cc1 (stereo unspecified) | 1% | -1% | -8% | -2% | -2% | -4% | 1% | 1%
37 | CCOc1ncccc1C(=O)OCC(=O)Nc1ccc(C(C)C)cc1 | 10% | 5% | ? | -5% | -11% | -2% | -1% | -3%
38 | Cc1ccc2cc(CCNC(=O)c3cc4ccccc4o3)c(=O)[nH]c2c1C | / | -1% | 6% | -5% | -3% | -5% | -1% | 8%
39 | CCc1ccc(C(=O)O)cc1 | 4% | -6% | 27% | -2% | -8% | -7% | -2% | 2%
40 | CCOC(=O)Cn1nc(C)c(NC(=O)COc2ccc([N+](=O)[O-])c(C)c2)c1C | / | 1% | 0% | 0% | -5% | -1% | -5% | -2%

Copied from the entries so far, 7 compounds:
entry | smiles | L3MBTL1 inh | TRb SRC2 PPI | ALDH1A1 block | Tau fibril ThT | Tau fluor cs | GLA spleen mod | TR SRC2 fluor cs | Tau fibril FP
34 | Cc1ccc(-n2ncc(C(=O)Nc3ccc(Cl)cc3)c2C2CCNCC2)cc1C | / | -2% | 1% | -6% | -7% | -10% | 0% | -3%
35 | COC(=O)c1ccccc1NC(=O)COC(=O)C1CCCCC1 | / | 6% | / | -13% | -12% | -7% | 0% | 4%
36 | O=C(NCc1ccccc1)C(c1ccco1)N(C(=O)c1ccccn1)c1ccc(F)cc1 (stereo unspecified) | 1% | -1% | -8% | -2% | -2% | -4% | 1% | 1%
37 | CCOc1ncccc1C(=O)OCC(=O)Nc1ccc(C(C)C)cc1 | 10% | 5% | ? | -5% | -11% | -2% | -1% | -3%
38 | Cc1ccc2cc(CCNC(=O)c3cc4ccccc4o3)c(=O)[nH]c2c1C | / | -1% | 6% | -5% | -3% | -5% | -1% | 8%
39 | CCc1ccc(C(=O)O)cc1 | 4% | -6% | 27% | -2% | -8% | -7% | -2% | 2%
40 | CCOC(=O)Cn1nc(C)c(NC(=O)COc2ccc([N+](=O)[O-])c(C)c2)c1C | / | 1% | 0% | 0% | -5% | -1% | -5% | -2%

The results go on.
entry | smiles | L3MBTL1 inh | TRb SRC2 PPI | ALDH1A1 block | Tau fibril ThT | Tau fluor cs | GLA spleen mod | TR SRC2 fluor cs | Tau fibril FP
41 | COC(=O)c1ccc(N2OC3(C)C=CC2CC3)cc1 (stereo unspecified) | -1% | -5% | ? | ? | -4% | 2% | -1% | 5%
42 | O=C(COC(=O)c1cnccn1)c1ccc([N+](=O)[O-])cc1 | -1% | 1% | / | 16µM* | -19% | -3% | -4% | ?
43 | CCOC(=O)c1cc(COc2cc(Cl)cc(Cl)c2)on1 | / | 4% | / | / | -4%[0.0958 µM] | 15% | -1% | -6%[0.0958 µM]
44 | CC/C(=N/O)c1cnnc(SC)n1 | 3% | 0%[53 µM] | -7% | 4% | 2% | 5% | -3%[53 µM] | ?
45 | CN(C)C(=O)N1CCC(C(=O)NCc2ccccc2Cl)CC1 | -1% | -16% | 4% | -8% | -10% | 8% | 0% | -1%
46 | CN(C)/C=C/C(=O)c1ccccc1OCc1cnc(Cl)s1 | -1% | -3% | 0% | -2% | 5% | -12% | -5% | 5%
47 | CC1(C)CC(=O)C=C(NCCN2CCN(C(=O)Nc3ccccc3)CC2)C1 | 0% | -4% | -10% | -7% | 0% | 0% | -4% | 4%
48 | CCCn1c(=O)c2c(ncn2C)n(CCC)c1=O | -11% | -8%&-7% | 3%&-5% | -3%&5% | 0%&-3% | 7%&-6% | -3%&-1% | -1%&-4%
